rCAG RNA binder: r(CAG) repeat RNA binding; TO-PRO-1 dye displacement fluorescence; inhibition, % at 3 µM; 370,000 tested, 1.3% active; AID 651821;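 active = inhibition above the plate cutoff, the mean of all test compounds on that plate plus 3 SD, cut at about 35% in these data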;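 note: 0% = DMSO alone and 100% = 100 µM mitoxantrone as full dye displacement; higher means more dye released from RNA so lower well fluorescence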
GC-B act: GC-B (human) receptor activation; P20594; HEK293-GC-B cells, CNP EC30, cGMP TR-FRET; 0% at EC30 CNP, 100% saturating CNP; activation, % at 10 µM; 370,000 tested, 0.11% active; AID 1920062;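 active = activation at 10 µM reaching about 35% in either raw or pattern-adjusted values, limit read from the data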
Target sequence (P20594 whole entry, looked up): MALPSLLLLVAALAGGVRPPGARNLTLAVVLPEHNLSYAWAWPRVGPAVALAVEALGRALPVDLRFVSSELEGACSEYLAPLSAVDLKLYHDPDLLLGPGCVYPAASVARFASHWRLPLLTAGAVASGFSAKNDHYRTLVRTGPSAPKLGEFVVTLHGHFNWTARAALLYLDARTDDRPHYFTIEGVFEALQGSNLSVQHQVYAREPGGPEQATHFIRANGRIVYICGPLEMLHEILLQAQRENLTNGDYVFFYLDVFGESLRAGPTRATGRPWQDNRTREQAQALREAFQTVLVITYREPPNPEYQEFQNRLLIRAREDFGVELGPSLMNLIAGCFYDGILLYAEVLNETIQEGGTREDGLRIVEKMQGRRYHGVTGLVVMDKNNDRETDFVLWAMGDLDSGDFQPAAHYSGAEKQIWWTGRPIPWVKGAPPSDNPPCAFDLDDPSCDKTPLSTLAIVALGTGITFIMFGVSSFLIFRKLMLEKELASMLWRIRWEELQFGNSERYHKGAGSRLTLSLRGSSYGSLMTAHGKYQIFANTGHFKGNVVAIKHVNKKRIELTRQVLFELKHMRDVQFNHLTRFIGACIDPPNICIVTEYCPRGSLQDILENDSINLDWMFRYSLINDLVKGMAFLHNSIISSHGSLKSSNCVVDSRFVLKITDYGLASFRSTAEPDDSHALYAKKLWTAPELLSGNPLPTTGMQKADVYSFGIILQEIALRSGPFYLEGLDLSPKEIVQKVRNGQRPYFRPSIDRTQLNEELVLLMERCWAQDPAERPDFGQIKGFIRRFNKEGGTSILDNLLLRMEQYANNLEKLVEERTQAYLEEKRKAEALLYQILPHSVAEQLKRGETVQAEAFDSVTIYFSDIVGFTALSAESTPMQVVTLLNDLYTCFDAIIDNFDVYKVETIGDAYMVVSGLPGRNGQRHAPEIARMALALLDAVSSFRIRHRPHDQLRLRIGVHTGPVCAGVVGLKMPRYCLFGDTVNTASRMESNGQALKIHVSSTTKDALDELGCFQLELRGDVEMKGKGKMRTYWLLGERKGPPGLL
PG9 binder: binds the HIV-1 gp120 antibody PG9; inhibition, % at 6.7 µM; AID 624416; TR-FRET gp120-PG9 antibody binding; 360,000 tested, 0.43% active; in the data active = inhibition above about 8.5%
SMARCA2 act: SMARCA2 function activation, primary screen; MG213 cells, MMTV-luciferase reporter, dexamethasone, overnight; activation, % at 9.1 µM; 370,000 tested, 1% active; AID 652017; in the data active = activation above about 7.8%;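 note: 0% = vehicle wells and 100% = reference activator wells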
HTRA1 inh: HTRA1 (human) protease inhibition; 340,000 tested, 0.5% active; recombinant HTRA1, FP-rhodamine activity-based probe, fluorescence polarization; AID 504803; inhibition, % at 5.96 µM; Q92743; in the data active = inhibition above about 36%;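 note: 0% = enzyme with DMSO and 100% = wells lacking enzyme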
ARFGAP1 inhibitor: inhibitors of rat ARFGAP1; Q62848; Arfgap1-stimulated ARF1 GTP hydrolysis, GDP FP detection; inhibition, % at 16.5 µM; 360,000 tested, 0.26% active; AID 651572;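 active = inhibition above a per-plate limit, mean inhibition of low control wells plus 3 SD, cut at about 25% in these data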;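 note: 0% = DMSO wells with enzyme and 100% = wells lacking Arfgap1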
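Assay system: purified rat His6-Arfgap1 residues 1-136 (GAP domain); Reagent: human Δ17 ARF1 bound to GTP; Dosing: 16.5 µM single point, 1.26% DMSO; Times: GTP hydrolysis reaction 2 h at 25 °C; Signal: FP, GDP Alexa 633 tracer displaced from anti-GDP antibody, 620/688 nm; Measure: % inhibition from polarization.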
GC-A act: GC-A (human) enzyme activation. activation, % at 10 µM. 370,000 tested, 0.14% active. HEK293 GC-A cells, cGMP TR-FRET, EC30 ANP; 0% at EC30 ANP, 100% saturating ANP. P16066; in the data active = activation above about 40%
mABHD4 FP: inhibits mouse alpha/beta hydrolase domain 4; Q8VD66; purified mABHD4, FP-Rh probe fluorescence polarization; inhibition, % at 8.92 µM; 370,000 tested, 0.54% active;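 active = inhibition exceeding the mean over every tested compound plus 3 SD, cut at about 30% in these data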;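 note: 0% = plate median of compound wells and 100% = S159A mutant with DMSO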
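assay system = mABHD4 protein | compound dosing = single nominal dose of 8.92 µM, 0.89% DMSO final | read-out basis = percent inhibition of probe binding, normalized to plate controls | schedule = Enzyme–compound pre-incubation 45 min, then probe 60 min, both 25 °C | detection = fluorescence polarization, excitation 525 nm, emission 598 nm, BODIPY TMR filters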
ASAP1 GAP inh: inhibitors of human ASAP1 ArfGAP activity. ASAP1-stimulated ARF1 GTP hydrolysis, GDP FP detection. inhibition, % at 16.5 µM. 360,000 tested, 0.19% active; in the data active = inhibition above about 25%;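 note: 0% = vehicle with enzyme and substrate and 100% = no enzyme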
Rev-erbA mod: modulates human Rev-erb alpha binding to DNA; Rev-erbα–FITC-DNA binding, fluorescence polarization, 90 min; activity, % at 10 µM; 370,000 tested, 0.79% active;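 active = activity above about 14%, limit read from the data; passing the limit was not always enough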;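 note: 0% = DMSO wells with 35 nM protein and 100% = DMSO wells with 750 nM protein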
* hit, by the source's call; / = no result given. Compounds as they come; about 4.4% have a hit in one of these screens.

SMILES	rCAG RNA binder	GC-B act	PG9 binder	SMARCA2 act	HTRA1 inh	ARFGAP1 inhibitor	GC-A act	mABHD4 FP	ASAP1 GAP inh	Rev-erbA mod
COc1cc(C(=O)OCCCc2cc3ccccc3c(=O)o2)cc(OC)c1OC	-6	-3	-0.6	1	-2	-3	-2	3	-3	1
Cc1cc(C(=O)Nc2ccc(C)c(C)c2)n(-c2ccccc2)n1	-1	4	-1.6	-2	-4	0	0	-5	8	-4
CCOc1ccc(NC(=O)CN(C)CC(=O)Nc2cc(Cl)ccc2C#N)cc1OCC	0	-4	-0.9	-4	-3	2	0	-9	-5	1
COc1ccc(Cl)cc1N(C(=O)c1ccco1)C(C(=O)NC1CCCC1)c1ccco1 (configuration not stated)	4	-4	0.2	-2	0	-13	-16	4	9	-4
Cc1nnc(NC(=O)c2ccc(F)c(S(=O)(=O)N3CCCCC3)c2)s1	0	1	0.5	-2	13	-4	-1	-7	1	-4
Cc1ccc(S(=O)(=O)N2C[C@@H]3[C@H]4CC[C@H](C4)[C@@H]3[C@@H](C)[C@@H]2c2cn(Cc3ccccc3)c3ncccc23)cc1	8	3	-2.6	-4	-33	10	1	0	3	0
CCCN(CCC)C(=O)C1CC(=O)OC12CCCCC2 (configuration not stated)	-5	0	-0.4	2	/	15	2	-3	0	-3
COc1ccc(CN(CC(=O)NCc2ccco2)C(=O)CNS(=O)(=O)c2ccc(C)cc2)cc1	2	1	-1.2	-1	-5	-1	0	3	-6	-5
Cc1cc(S(=O)(=O)NCc2ccccc2)ccc1OCC(=O)N1CCCC1	-3	0	-0.3	-2	2	-5	2	4	8	-8
CC1(C(=O)NS(=O)(=O)c2cccc(C#N)c2)CCN1C(=O)C1(c2ccc(Cl)cc2)CCC1 (configuration not stated)	30	-2	-1.4	0	/	5	-2	2	-13	2
C=CCC(C(=O)OC)(C(=O)OC)c1ccc(C(F)(F)F)cc1[N+](=O)[O-]	-6	2	0.3	1	4	-3	-2	-4	1	0
CCC(C)C(=O)Nc1nc2ccc(OC)cc2s1 (configuration not stated)	-3	-12	2.3	-2	/	-2	9	0	7	-4
COc1ccc(Cn2c(O)cc(=O)[nH]c2=O)cc1	28	0	0.1	2	-10	13	3	-2	-4	1
CN(C(=O)c1cccc(NC(=O)Cc2ccc([N+](=O)[O-])cc2)c1)C1CCCC1	1	1	0.7	-3	-9	2	-1	1	1	-5
COc1ccc(-c2cc(C(=O)N(C)Cc3cccc(OC)c3OC)c3ccccc3n2)cc1OC	2	0	0.0	-1	-10	16	5	-9	12	-2

An excerpt of these results, with values under each structure.
Each structure is followed by: rCAG RNA binder, GC-B act, PG9 binder, SMARCA2 act, HTRA1 inh, ARFGAP1 inhibitor, GC-A act, mABHD4 FP, ASAP1 GAP inh, Rev-erbA mod
> C=CCC(C(=O)OC)(C(=O)OC)c1ccc(C(F)(F)F)cc1[N+](=O)[O-]
    -6, 2, 0.3, 1, 4, -3, -2, -4, 1, 0
> CCC(C)C(=O)Nc1nc2ccc(OC)cc2s1 (configuration not stated)
    -3, -12, 2.3, -2, /, -2, 9, 0, 7, -4
> COc1ccc(Cn2c(O)cc(=O)[nH]c2=O)cc1
    28, 0, 0.1, 2, -10, 13, 3, -2, -4, 1

Further records:
SMILES	rCAG RNA binder	GC-B act	PG9 binder	SMARCA2 act	HTRA1 inh	ARFGAP1 inhibitor	GC-A act	mABHD4 FP	ASAP1 GAP inh	Rev-erbA mod
CC(Sc1nc(-c2ccccc2)cc(C(F)(F)F)n1)C(=O)NCc1ccco1 (configuration not stated)	-1	-3	-2.2	-1	-8	-16	-3	-8	-8	6
CC(C)Oc1cc(F)ccc1-c1cc(C(=O)NCc2cccs2)[nH]n1	1	5	0.1	-3	/	15	6	-12	-3	1
CCOC(=O)C1CCN(C(=O)c2cccc(S(=O)(=O)N3CCCc4ccccc43)c2)CC1	-9	3	-0.2	0	-5	9	0	-3	4	5
COc1cccc(-c2nnn(CC(=O)O)n2)c1	-1	0	2.3	0	3	3	-1	5	2	-4
O=C(NCCCN1CCCC1=O)c1ccc([N+](=O)[O-])s1	2	1	-2.8	-3	2	1	-3	-7	11	-1
Nc1nc(SCc2ccc3c(c2)OCO3)n[nH]1	2	7	1.1	-1	8	3	2	-7	-6	6
Cc1ccc(-c2nn(-c3ccccc3)cc2NC(=O)c2ccccc2)cc1	2	-5	-0.1	-4	-55	5	-1	-17	18	-2
Cc1cccc(CCN(Cc2cc3cccc(C)c3[nH]c2=O)C(=O)N2CCOCC2)c1	-8	-2	-0.4	-1	1	8	-2	11	12	1
CCC(=O)N1CC2(C)CN(C(=O)CC)CC(C)(C1)C2	-2	7	1.6	-2	3	3	1	3	6	2
CCc1ccc(-n2c(Cc3ccccc3)n[nH]c2=S)cc1	0	-10	2.5	-1	-2	-11	0	2	12	-3
COc1ccc(N(CCC(=O)Nc2ccccc2F)S(=O)(=O)c2ccc(C)cc2C)cc1	0	-3	0.4	-3	-29	22	-7	-6	2	6
CC1CN(C(=O)c2cccn(Cc3c(Cl)cccc3Cl)c2=O)CC(C)O1 (configuration not stated)	-1	4	-0.5	-5	6	10	3	-5	4	2
CCOC(=O)C1Nc2ccc(C(F)(F)F)cc2C2C=CCC12 (configuration not stated)	61*	-3	-2.5	0	42*	-6	0	42*	-4	-4
COc1ccc(S(=O)(=O)N2CCN(Cc3cccc([N+](=O)[O-])c3)CC2)cc1	-4	3	-0.6	-3	-3	12	3	7	5	6
COc1ccc(CSc2nnc3[nH]c(=O)cc(N)n23)cc1	5	-5	0.9	-1	2	-9	-4	-6	3	1
CCc1ccc(C(C)NC(=O)C2(C)CC2(Br)Br)cc1 (configuration not stated)	3	-3	-0.2	-4	1	2	1	2	1	0
CCc1ccc2cccc3c2c1N=CN3C	-2	0	-14	-2	15	-2	-1	4	4	0
Cc1ccsc1/C=N/NC(=O)Cn1cnc2ccccc21	2	-1	-5.6	-4	12	13	-2	-3	-6	3
Cc1cc(C)nc(Nc2ccc(F)cc2)n1	-4	0	1.6	3	5	10	3	3	4	-2
Cn1c(C(=O)OCC(=O)NCC2CCCO2)cc2sccc21 (configuration not stated)	0	-1	1.0	0	7	7	-2	-2	7	1
CC(C)CN(C(=O)COC(=O)CNC(=O)c1ccccc1F)C1CCS(=O)(=O)C1 (configuration not stated)	-4	5	-1.5	2	10	-14	0	1	8	-1
O=C(N=Nc1c(O)n(Cc2ccccc2)c2ccccc12)c1cc2ccccc2cc1O	10	-2	-3.3	3	23	9	-5	9	-2	-10
COc1ccc(NS(=O)(=O)c2ccc3oc4ccccc4c3c2)cn1	9	-2	-0.3	-6	-30	8	3	-10	7	1
CCn1cc(C(=O)NCCC(C)C)c(=O)c2cc(F)c(N3CCN(C(=O)c4ccco4)CC3)cc21	-1	5	-0.4	-1	-11	-10	1	2	-11	4
CCc1cccc(NC(=O)CC2Oc3ccccc3NC2=O)c1 (configuration not stated)	-4	-4	0.2	0	-9	3	-2	8	4	8
CCc1ccccc1N1C(=O)c2cccc3c(N4CCOCC4)c([N+](=O)[O-])cc(c23)C1=O	2	-4	-0.5	-2	1	-15	0	-1	-2	4
CCNc1nc2cccnc2s1	-3	5	0.1	2	5	3	2	0	-5	3
CCOc1ccc(C(C)=O)cc1COC(=O)c1ccccc1C(=O)N(C)Cc1ccccc1	-10	-9	0.9	-1	-14	-5	-21	-1	12	4
C[C@]1(O)CC(=O)C=C[C@H]1Nc1ccccc1	3	7	2.3	4	11	-7	3	12	6	-2
Cc1cc(=O)n2nc(N3CCC(C(=O)NC4CCCc5ccccc54)CC3)sc2n1 (configuration not stated)	14	4	-1.5	0	0	0	-3	-4	-8	4
O=C(c1cccc(F)c1)N1CCc2ccccc2C1	1	1	0.1	-1	-7	6	-2	4	2	6
CC(CC(=O)NC1CCSC1=O)c1ccccc1 (configuration not stated)	2	2	-0.1	-1	2	0	1	9	7	-2
CC(C)c1ccc(/C=N/NC(=O)CC(=O)NCc2ccccc2)cc1	-5	0	-1.1	-2	-2	-6	0	-5	3	2
CCOC(=O)C1CCCN(C(=O)c2cc3c(=O)n(C)c4ccccc4c3n2C)C1 (configuration not stated)	-1	1	-0.8	0	4	7	1	-1	4	4
CC(C)(C)NC(=O)c1cccc(NC(=O)Cc2cccs2)c1	0	3	-0.4	5	2	-1	4	3	-9	0
O=c1c2ccccc2ncn1-c1ccc([N+](=O)[O-])cc1Cl	-2	-5	-0.7	-3	8	13	-1	0	-11	0
CCN(CC)S(=O)(=O)c1ccc(OC)c(NC(=O)c2cc([N+](=O)[O-])ccc2N2CCOCC2)c1	4	-6	1.9	0	0	8	-5	6	7	0
COc1ccc(S(=O)(=O)N2CCCCC2)cc1NC(=O)COC(=O)c1ccco1	1	4	0.2	-3	1	10	-1	-3	-5	1
Cc1ccc(CS(=O)(=O)c2ncn[nH]2)cc1	-2	2	1.5	1	-2	-5	0	1	3	-4
CCOC(=O)c1cnc(SC)nc1Oc1cccc(NS(=O)(=O)c2ccc(Cl)cc2)c1	-1	-1	2.3	0	0	22	-4	5	-12	1
O=C(NCCN1CCOCC1)c1cccc(S(=O)(=O)N2CCCCC2)c1	-6	1	-1.8	0	1	-6	1	1	1	0
COc1ccc(C(=O)N2CCC(C(=O)N3CCN(c4ccccc4)CC3)CC2)cc1	-10	5	0.1	-2	1	-6	-1	2	7	1
O=c1c(-c2nc3ccccc3s2)cccn1Cc1ccc(Cl)cc1	0	2	0.3	0	-14	2	3	-7	-2	7
CCn1c(SCC(=O)c2ccccc2)nc2ccccc2c1=O	0	3	-1.5	2	-6	-1	-3	-1	-6	9
COC(=O)C1CCN(C(=O)CSc2ccccc2)CC1	2	-1	-1.4	-4	0	16	3	2	8	-7
O=C(NCc1ccco1)c1cccnc1-c1nc2ccccc2s1	7	2	0.6	0	2	9	-4	7	0	1
O=C(NCCCN1CCCCCC1)c1ccc(N2CCCC2=O)cc1	0	1	-0.8	1	7	2	0	4	-2	-2
Cc1ccc(Cn2cc(CN3CC(N4CCN(CCN(C)C)CC4)CS3(=O)=O)nn2)cc1 (configuration not stated)	3	7	1.0	-4	/	5	4	1	4	-7
O=[N+]([O-])c1ccc(N2CCN(C(=S)NCc3ccc(Cl)cc3)CC2)cc1	18	-14	-0.1	-7	-38	5	-9	-5	20	-1
O=C(Nc1ccccc1)Nc1nnc([C@@H]2C[C@H](O)[C@@H](CO)O2)s1	2	2	-1.8	5	/	-6	2	5	1	-5
CC(C)C(=O)NNC(=O)c1c(O)c2ccccc2[nH]c1=O	0	-4	2.1	0	2	8	2	3	2	4
O=C(COC(=O)C1CC(=O)N(Cc2ccco2)C1)Nc1ccccc1[N+](=O)[O-] (configuration not stated)	0	-8	1.5	-1	1	-4	-1	6	16	-7
CCc1ccc(NC(=S)N2CCC(NC(=O)c3ccccc3)CC2)cc1	4	6	1.3	1	3	8	0	-2	6	1
COc1cc(S(=O)(=O)N2CCN=C2c2ccccc2)ccc1F	-3	0	1.4	-2	3	3	0	3	9	2

Single records, from the list above. Values in the order: rCAG RNA binder	GC-B act	PG9 binder	SMARCA2 act	HTRA1 inh	ARFGAP1 inhibitor	GC-A act	mABHD4 FP	ASAP1 GAP inh	Rev-erbA mod
Record of `O=C(NCCCN1CCCCCC1)c1ccc(N2CCCC2=O)cc1` → 0	1	-0.8	1	7	2	0	4	-2	-2
Record of `O=C(COC(=O)C1CC(=O)N(Cc2ccco2)C1)Nc1ccccc1[N+](=O)[O-]` (configuration not stated) → 0	-8	1.5	-1	1	-4	-1	6	16	-7

Compound activity from PubChem.
